Screens from PubChem BioAssay.
PLAP act: human PLAP activation | P05187 | purified PLAP enzyme, luminescent substrate read-out; active compounds read high | activation fold at 20 µM | actives 1.2% (n = 96,000); in the data active means activation fold above about 2
Target sequence (P05187 whole entry, looked up): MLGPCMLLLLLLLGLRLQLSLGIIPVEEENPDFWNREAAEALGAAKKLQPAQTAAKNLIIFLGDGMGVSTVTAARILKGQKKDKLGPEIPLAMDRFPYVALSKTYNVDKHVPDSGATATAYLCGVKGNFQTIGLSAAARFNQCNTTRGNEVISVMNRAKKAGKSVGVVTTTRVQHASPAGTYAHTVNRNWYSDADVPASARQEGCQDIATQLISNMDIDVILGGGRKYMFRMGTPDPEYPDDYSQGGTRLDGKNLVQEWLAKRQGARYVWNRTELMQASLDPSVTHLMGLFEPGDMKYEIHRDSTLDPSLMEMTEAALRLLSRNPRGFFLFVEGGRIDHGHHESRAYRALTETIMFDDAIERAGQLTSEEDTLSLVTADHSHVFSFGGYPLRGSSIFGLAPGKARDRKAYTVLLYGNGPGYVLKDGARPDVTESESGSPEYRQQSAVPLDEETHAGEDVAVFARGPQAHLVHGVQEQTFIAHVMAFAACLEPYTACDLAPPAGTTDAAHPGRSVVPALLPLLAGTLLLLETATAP
CYP2C19 activ: cytochrome P450 2C19 (human) activation | P33261 | recombinant CYP2C19, luciferin-H EGE luminescence; active compounds read high; 0 = fully inhibited enzyme, 1 = untreated enzyme | activation factor at 5 µM | 96,000 tested, under 10 active | AID 1025;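 active means activation factor of at least 2 at 5 µM in the primary screen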;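 further: 0 = wells with 2.5 mM tranylcypromine and 1 = vehicle-only wells; values of inactives mirror those of a sister screen read the other way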
Pyk2 oligo antag: antagonists of human Pyk2 oligomerization; z-score (the deposit names both 25 µM and 10 µM); actives 0.83% (n = 99,000); AID 1347419; Q293 cells, Pyk2 FERM NanoBiT luminescence; active compounds read low; Q14289;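 active means Z-score of -3 or lower, scaled per plate to the spread of control and sample wells; inactive means z-score above -3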;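 further: negative z-score means lost luminescence so less FERM oligomerization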
CYP2C19 inh: blocks human cytochrome P450 2C19 | AID 778 | CYP2C19 Supersomes, luciferin-H EGE luminescence, 30 min | actives 21% (n = 96,000) | inhibition, % at 5 µM;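 active means CYP2C19 inhibition above a set limit at 5 µM in the primary screen, cut at about 50% in these data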;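 further: plate controls were negative control wells for no effect and 2.5 mM tranylcypromine positive control for full effect; values of inactives mirror those of a sister screen read the other way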
CYP2C9 activ: CYP2C9 (human) activation. recombinant CYP2C9, luciferin-H conversion, luminescence; active compounds read high; factor 1 = untreated enzyme, 0 = blocked. activation factor at 5 µM. actives 1.4% (n = 96,000);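 active means activation factor of 2 or more for CYP2C9 at a 5 µM dose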;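 further: 0 = sulfaphenazole-blocked wells and 1 = vehicle-only wells; values of inactives mirror those of a sister screen read the other way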
PostGolgi yeast: growth inhibition of a yeast mutant, post-Golgi transport screen. AID 739. actives 0.9% (n = 98,000). post-Golgi transport phenotypic cell assay. inhibition, % at 10 µM; in the data active means inhibition above about 30%;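 further: yeast cells grown in 1536-well plates; yeast grown about 18 h at 30C before absorbance read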
EphB4 ephrin blk: antagonists of human EphB4-ephrin-B2 interaction. P54760. EphB4 LBD / TNYL-RAW-Alexa532 peptide, fluorescence polarization. inhibition, % at 7 µM. actives 0.15% (n = 97,000);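 active means inhibition above the screen-wide mean inhibition plus 3 SD, cut at about 15% in these data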;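 further: 0% = DMSO wells and 100% = excess unlabeled TNYL-RAW peptide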
E coli WT exp: blocks growth of wild type E. coli BW25113. OD600 absorbance. AID 710. growth inhibition, % at 100 µM. actives 0.15% (n = 98,000);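 active means growth inhibition above about 50% at one test dose, limit read from the data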;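 further: growth measured after 20 h incubation at 37 °C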
CYP2C9 inhib: human CYP2C9 inhibition | CYP2C9 Supersomes, luciferin-H conversion, luminescence | P11712 | actives 20% (n = 96,000) | inhibition, % at 5 µM;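 active means blocking of liver enzyme CYP2C9 beyond about 50% at 5 µM, limit read from the data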; further: values of inactives mirror those of a sister screen read the other way
* hit, by the source's call; . = no result given; & = joins results of further samples.

nr	Molecule	PLAP act	CYP2C19 activ	Pyk2 oligo antag	CYP2C19 inh	CYP2C9 activ	PostGolgi yeast	EphB4 ephrin blk	E coli WT exp	CYP2C9 inhib
1	CC1CCCCC1NC(=O)COC(=O)c1ccccc1NC(=O)c1ccco1 (stereo not drawn)	1	0.8	1.5	18	0.8	2	6	-2	22
2	Cc1ccc(NCCC(=O)c2cccs2)cc1Cl	1	1	-0.71	-2	1	-4	-1	1	-3
3	CCOC(=O)C1CCN(S(=O)(=O)c2cc(Br)cc3c2N(C(=O)C2CC2)CC3)CC1	1.7	0.4	1.2	60*	0.6	0	.	-4	35
4	Cc1ccc(C)c(S(=O)(=O)N2C(=S)NC(=O)C2CC(C)C)c1 (stereo not drawn)	1.1	0.5	-0.68	48	0.2	-5	-2	-1	80*
5	N#Cc1ccsc1NC(=O)COC(=O)CCCSc1nc2ccccc2s1	1.2	0.8	1	18	0.6	-5	-2	-5	35
6	O=C(CCN1C(=O)c2ccccc2C1=O)N1CCN(Cc2ccc(Cl)cc2Cl)CC1	1.7	0.8	0.24	17	0.6	0	.	-1	43
7	Cc1cc(C)c2[nH]c(=S)cc(C)c2c1	0.8	0.9	0.66	8	0.9	-2	-3	1	6
8	Cn1c(=O)oc2cc(S(=O)(=O)N3CCOCC3)ccc21	0.8	1.3	-0.56	-28	1.3	2	4	-8	-32
9	O=C1CCc2cc(S(=O)(=O)N3CCC(C(=O)Nc4nccs4)CC3)ccc2N1	0.9	1.2	.	-16	1.1	6	1	7	-9
10	O=C(NCC(=O)N(CC1CCCO1)C(C(=O)NC1CCCCC1)c1ccccc1)c1cccs1 (stereo not drawn)	1.2	0.6	0.3	35	0.8	0	4	7	17
11	CC([NH2+][O-])C(C)(C)NO (stereo not drawn)	0.9	1.1	-0.69	-10	1.1	1	-2	4	-7
12	CC(C)n1c(SC2CCOC2=O)nc2ccccc21 (stereo not drawn)	0.8	0.9	2.4	6	1.9	2	-1	0	-89
13	N#C/C(=C\c1ccc(Cl)cc1)c1n[nH]c(Cn2cncn2)n1	1	0.7	-0.2	30	0.3	14	5	1	68*
14	CCOC(=O)c1ccc(CC2S/C(=C(\C#N)C(C)=O)NC2=O)cc1 (stereo not drawn)	1.3	1	-0.68	-1	0.4	-1	-6	-12	62*
15	Cn1c(SCC(=O)Nc2nc3c(s2)CCCC3)nnc1-c1ccccc1	1.4	0.7	-0.71	33	0.6	-6	1	0	42
16	C/C(=N\NC(=O)c1c(Cl)c(C)nn1C)c1ccc(NC(=O)COc2ccc(Cl)cc2C)cc1	0.9	0.6	1.1	42	0.3	-1	-5	0	66*
17	CC(C)(C)c1ccc(C(=O)NCc2cccnc2)cc1	1.1	0.4	1.3	59*	0.3	2	10	11	69*
18	O=C(NCCc1ccccc1)c1ccc2nc(-c3ccco3)c(-c3ccco3)nc2c1	1.7	0.1	-0.4	94*	0	16	2	-6	98*
19	COC(=O)/C(=C\c1ccc([N+](=O)[O-])o1)NC(=O)c1ccccc1	0.9	0.8	0.73	16	1.2	6	2	-15	-18
20	CCCc1cc(C(=O)NCc2ccccc2)no1	0.9	0.4	.	58*	0.9	10	.	11	12

(cont.)
nr	Molecule	PLAP act	CYP2C19 activ	Pyk2 oligo antag	CYP2C19 inh	CYP2C9 activ	PostGolgi yeast	EphB4 ephrin blk	E coli WT exp	CYP2C9 inhib
21	COc1ccc(C(=O)Nc2nnc(-c3cccs3)s2)cc1	0.9	1	0.81	0	1	-6	2	-6	-1
22	N#Cc1c(N)nc2c3c(sc(=N)c2c1N)NC(=O)CC3c1c(F)cccc1Cl (stereo not drawn)	1.1	1.1	-1.1	-14	1	0	4	-3	-4
23	COc1ccc(NC(=O)Cn2nnc(-c3ccccc3NC(=O)c3ccco3)n2)cc1	0.9	0.8	-1.3	17	0.7	-6	1	2	25
24	Cc1cc(=O)[nH]c2ccccc12	1.2	1.1	1.9	-8	1.1	8	12	6	-12
25	O=C(CSCCO)Nc1cccc2ccccc12	1	1	-0.99	-2	1.3	3	5	9	-34
26	O=C1CC(Sc2ncccn2)C(=O)N1c1ccccc1C(F)(F)F (stereo not drawn)	1.1	0.4	0.01	59*	0.9	1	1	4	5
27	Cc1cccn2c(=O)c3cc(C(=O)N4c5ccccc5CC4C)n(C)c3nc12 (stereo not drawn)	0.9	0.8	-1.4	22	0.9	-12	-5	-4	7
28	COc1ccc(OC)c(NC(=O)C2CCN(S(=O)(=O)c3c(C)noc3C)CC2)c1	0.9	0.7	0.22	25	1.2	2	5	-3	-17
29	Cc1cc(NC(=O)CCC(=O)N(c2ccccc2)C(C(=O)NC2CCCC2)c2ccncc2)no1 (stereo not drawn)	1.3	0.5	1.8	46	0.4	-8	0	0	56*
30	CCOc1ccc(C2CC(=O)NC(SC)=C2C#N)cc1 (stereo not drawn)	0.8	0.6	.	36	0.4	-9	0	1	56*
31	COc1ccc(-n2c(NCCN(C)C)nc3sc4c(c3c2=O)CCCCC4)cc1	1.5	0.9	0.07	10	0.7	1	-2	1	30
32	O=C(Nc1ccon1)c1ccc(Br)o1	1	1	0.04	-4	1.2	11	-7	-1	-20
33	Cc1cccc(-n2c(N)cc(=O)nc2SCC(=O)NC2CCCCC2)c1	1.2	0.9	-1.1	6	0.8	1	-10	7	22
34	O=C1NN(c2ccc(Cl)c(Cl)c2)C(=O)/C1=C/c1cccc(OC(=O)c2cccs2)c1	1.6	0.9	.	6	0.5	-24	11	2	48
35	COc1ccc(C(NC(=O)c2cccnc2)c2cc(Cl)c3cccnc3c2O)cc1OC (stereo not drawn)	1.1	1.1	-0.59	-8	1.1	8	-3	-2	-8
36	S=c1nccc(-c2cc(Cl)sc2Cl)[nH]1	1	1.1	0.22	-14	1.1	3	-2	3	-7
37	CN(C)CCCNCCCNC(=O)/C=N/O	1	1.1	0.35	-10	0.8	0	-4	-7	16
38	O=C(NC1CCCCCCC1)C1CCN(c2nc3ccccc3o2)CC1	1.7	0.6	-0.12	36	0.7	5	8	2	29
39	COc1ccc(NC(=O)CSc2nnc(-c3ccccc3C)n2N)cc1OC	1.3	1	0.59	-3	0.8	-11	-4	-1	20
40	CCOC(=O)c1c(C)[nH]c(N=Nc2ccc(C)cc2C)c1C	1.1	0.8	1.2	15	1	-4	-2	-4	-2

(next part)
nr	Molecule	PLAP act	CYP2C19 activ	Pyk2 oligo antag	CYP2C19 inh	CYP2C9 activ	PostGolgi yeast	EphB4 ephrin blk	E coli WT exp	CYP2C9 inhib
41	COC(=O)[C@H](CCSC)NC(=O)Nc1ccc(C(C)C)cc1	0.8	0.9	0.08	5	1.1	-5	2	-11	-9
42	O=C(NCCC1=CCCCC1)C1CCN(S(=O)(=O)N2CCOCC2)CC1	1	1.1	1.3	-6	1.1	-4	0	-1	-8
43	O=[N+]([O-])c1ccccc1/C=C/C=N/n1c(-c2ccc(Cl)cc2)n[nH]c1=S	1.3	0.9	-0.35	8	0.4	2	-4	7	58*
44	O=C(Nc1ccc2c(c1)OCCO2)NC1(C(F)(F)F)Oc2ccccc2O1	0.9	1.1	.	-12	1.1	5	-3	-2	-8
45	Cc1ccc(/C=c2/sc3nnc(-c4ccccc4Cl)n3c2=O)o1	1.8	0.4	-0.58	65*	0.3	3	2	1	68*
46	O=C(Oc1cccnc1)c1cc(S(=O)(=O)N2CCCCC2)ccc1Cl	0.9	1	-0.87	1	0.9	-2	-2	-9	11
47	Cn1nc(CC(=O)N2CCN(c3ccccc3)CC2)c2ccccc2c1=O	1.4	0.9	0.15	11	1	0	10	-10	5
48	CCCCN1C2=NCCCN2c2cc(C)c(C)cc21	0.8	1.1	0.23	-8	1	2	-12	7	2
49	c1ccc(Cn2ccc(-c3cnc(-c4ccccc4)s3)n2)cc1	1	0.1	-1.6	94*	0.3	-1	1	1	74*
50	O=c1oc2c3c4c(cc2s1)CCCN4CCC3	1.2	0.8	0.2	24	1.3	13	0	5	-25
51	O=C(NCCCCNC(=O)c1ccc(Br)s1)c1ccc(Br)s1	1.1	0.9	0.33	12	0.5	-1	-1	-11	46
52	Nc1nnnn1/N=C/c1cc(Cl)cc(Cl)c1OCc1ccc(Cl)cc1Cl	1.1	0.8	-0.03	17	0.6	3	4	-14	35
53	CCCOC(=O)Cc1n[nH]c(=O)[nH]c1=O	1.1	0.7	-0.38	34	1.2	0	-3	6	-17
54	COC(=O)c1ccc(CSc2nnc(Nc3ccccc3OC)s2)o1	0.9	0.5	.	50	1.6	-2	-10	-1	-58
55	C=CCn1c(C)cc(C)c(C#N)c1=O	0.8	1	0.11	4	1	-2	-8	1	2
56	O=C1c2ccccc2C(=O)N1CCCc1nc2ccccc2c(=O)n1CCCn1ccnc1	1.3	0.1	1.6	86*	0	-2	-1	1	99*
57	COc1ccc(-n2c(Cc3cc(=O)[nH]c(=O)[nH]3)nnc2SCC(=O)N2CCC(C)CC2)cc1	1.1	0.9	.	6	1	0	-6	3	0
58	CC(=O)c1nn(-c2cccc(Br)c2)cc1C(=O)c1ccccc1	0.8	0.6	-0.21	43	1.6	14	0	-2	-60
59	Cc1cc(OC(=O)N2CCCCC2)cc(C)c1Cl	1.1	1	-0.38	-3	1.2	3	12	0	-18
60	COc1ccccc1Nc1nc(C)cs1	1.1&1	0.8&1	1.7&-0.22	16&-2	0.9&1.1	0&11	0&-6	10&7	6&-7

Part of the list above with just CYP2C19 inh and EphB4 ephrin blk.
entry	compound	CYP2C19 inh	EphB4 ephrin blk
58	CC(=O)c1nn(-c2cccc(Br)c2)cc1C(=O)c1ccccc1	43	0
59	Cc1cc(OC(=O)N2CCCCC2)cc(C)c1Cl	-3	12

(list continues)
nr	Molecule	PLAP act	CYP2C19 activ	Pyk2 oligo antag	CYP2C19 inh	CYP2C9 activ	PostGolgi yeast	EphB4 ephrin blk	E coli WT exp	CYP2C9 inhib
61	CCN(CCCNC(=O)COc1cc(=O)n(C)c2ccccc12)c1ccccc1	1.4	0.8	0.57	19	1.3	-2	8	-2	-27
62	O=C(NC1CCS(=O)(=O)C1)c1cccc(S(=O)(=O)N2CCCCC2)c1 (stereo not drawn)	0.8	1	0.38	-2	1	-6	0	-11	-1
63	COc1cc(Br)c(C(C)NC(=O)c2ccccc2)cc1OC (stereo not drawn)	1	0.6	-1.4	43	0.5	9	6	7	45
64	Nc1ccc(S(=O)(=O)N2CCCC2)cc1	0.9	1.1	.	-9	1.3	4	-2	4	-34
